High-throughput results from PubChem.
BH1578 lux ind: inducers of Vibrio cholerae quorum light production without autoinducers, primary screen, BH1578 luxS cqsA deficient, single point. AID 588436, 2011. V. cholerae BH1578 lux reporter, luminescence, 6 h. actives 0.16% (n = 350,000). activation, % at 18.7 µM; in the data active = activation mostly above about 9.7%, no sharp cut-off; inconclusive = no clear call, values can overlap the other calls; inactive = mostly below about 3.7%; also: not every result past the cut was called active; inactives centre near 0; reference of the scale not given here
Anthrax LF prot: Bacillus anthracis LF protease inhibitors, primary screen, biochemical, multiplex microsphere, MLPCN library; multiplex microsphere protease cleavage assay; inhibition, % at 10 µM; actives 0.12% (n = 360,000); AID 588501, 2011; also: plate controls were buffer without enzyme for full effect and enzyme alone for no effect
Target sequence (P15917 whole entry, looked up): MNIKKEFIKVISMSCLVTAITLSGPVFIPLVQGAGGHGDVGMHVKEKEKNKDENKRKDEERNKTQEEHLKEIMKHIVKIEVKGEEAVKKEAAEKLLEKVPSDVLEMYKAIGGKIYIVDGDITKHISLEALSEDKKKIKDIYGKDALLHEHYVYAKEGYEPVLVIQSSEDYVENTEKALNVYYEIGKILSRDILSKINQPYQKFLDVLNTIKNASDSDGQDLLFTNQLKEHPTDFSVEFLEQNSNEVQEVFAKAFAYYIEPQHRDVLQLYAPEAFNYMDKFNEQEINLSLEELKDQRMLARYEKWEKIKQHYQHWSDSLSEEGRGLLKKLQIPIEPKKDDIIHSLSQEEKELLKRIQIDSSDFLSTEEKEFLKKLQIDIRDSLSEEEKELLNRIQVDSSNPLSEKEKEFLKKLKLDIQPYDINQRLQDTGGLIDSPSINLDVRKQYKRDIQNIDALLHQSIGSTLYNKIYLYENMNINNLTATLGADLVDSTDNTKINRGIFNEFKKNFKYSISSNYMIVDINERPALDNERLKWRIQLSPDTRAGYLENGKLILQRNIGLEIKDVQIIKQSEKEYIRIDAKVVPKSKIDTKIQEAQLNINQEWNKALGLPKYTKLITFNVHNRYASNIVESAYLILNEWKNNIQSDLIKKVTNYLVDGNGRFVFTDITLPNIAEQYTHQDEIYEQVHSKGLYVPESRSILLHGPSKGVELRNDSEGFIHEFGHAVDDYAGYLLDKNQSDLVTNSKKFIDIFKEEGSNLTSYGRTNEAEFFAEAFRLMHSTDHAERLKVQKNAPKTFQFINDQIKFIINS
PfHsp40 rescue: rescue of yeast from PfHsp40 toxicity, primary screen, S. cerevisiae, ATP luminescence; S. cerevisiae expressing PfHsp40, growth rescue; growth rescue, % at 12.5 µM; actives 0.68% (n = 340,000); in the data active = growth rescue above about 28%, passing the limit was not always enough; inconclusive = no clear call, values can overlap the other calls;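 also: yeast W303a lacking pdr1 and pdr3 grown in galactose medium; growth measured after three days at 30 °C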
TcdB inh: TcdB glycohydrolase inhibitors, primary screen, biochemical, single point, plate reader; AID 652162, 2013; inhibition, % at 9.99 µM; actives 0.24% (n = 350,000); TcdB glycohydrolase enzymatic assay; in the data active = inhibition above about 10%
PrPC TRFRET: inhibitors of human cell surface prion protein PrPC, primary screen, cell-based, TR-FRET. AID 720596, 2013. TR-FRET read-out. actives 0.43% (n = 370,000). Major prion protein (Homo sapiens), P04156. inhibition, % at 13.8 µM; in the data active = inhibition above about 24%; also: 0% = median of the test wells and 100% = reference compound wells
SSB-PriA inh: inhibitors of Klebsiella pneumoniae PriA binding to SSB C-terminal tail, primary screen, biochemical, AlphaScreen; PriA–SSB C-terminal tail interaction (Klebsiella pneumoniae); AlphaScreen SSBct-PriA binding, biotinylated peptide; inhibition, % at 33 µM; actives 0.6% (n = 430,000); in the data active = inhibition mostly above about 37%, no sharp cut-off; inactive = mostly below about 20%;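 also: plate controls were negative control peptide for no effect and reference peptide for full effect; strong numbers were not always called active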
Y pestis TopoI: Yersinia pestis topoisomerase I inhibitors, primary screen, biochemical, cleavage product accumulation, plate reader, single point | DNA topoisomerase I (Yersinia pestis CO92) | activity, % at 10 µM | Y. pestis Topo-I cleavage product accumulation | AID 504884, 2011 | actives 0.064% (n = 360,000); in the data active = activity above about 50%, passing the limit was not always enough; inconclusive = no clear call, values can overlap the other calls; also: inactives centre near 2
BoNT-A LC inh2: BoNT/A light chain protease inhibitors, primary screen, biochemical, flow cytometry, MLPCN library; Botulinum neurotoxin type A light chain protease (Clostridium botulinum A str. ATCC 3502); multiplex microsphere protease substrate cleavage; inhibition, % at 10 µM; actives 0.17% (n = 360,000); AID 588499, 2011; also: plate controls were buffer without enzyme for full effect and enzyme alone for no effect
SARS 3CLpro inh: SARS-CoV 3CLpro protease inhibitors, primary screen, biochemical, quenched FRET; recombinant SARS-CoV 3CLpro, quenched FRET peptide cleavage; inhibition, % at 6 µM; actives 0.14% (n = 290,000); AID 1706, 2009; in the data active = inhibition above about 12%
Starred values were filed as active, the others as inactive; i = inactive; ? = inconclusive; / = not tested or not shown. Rule as the data show it, unless noted: active = inhibition above about 30%; inconclusive = no clear call, values can overlap the other calls; inactive = below that.

The opening four compounds as a preview:
SMILES	BH1578 lux ind	Anthrax LF prot	PfHsp40 rescue	TcdB inh	PrPC TRFRET	SSB-PriA inh	Y pestis TopoI	BoNT-A LC inh2	SARS 3CLpro inh
CCN(CC)S(=O)(=O)c1ccc(-c2csc(C)n2)cc1	-1.4	4	-0.5	3.0	0	-7	6	0.6	7
O=C(O)CSCC(=O)N1CCCN(c2nc3ccc(Cl)cc3s2)CC1	-0.4	-9	1.6	0.6	-1	-11	6	-0.9	-1
O=C(NCC1CCCO1)c1nc(Cn2ccc([N+](=O)[O-])n2)no1 (stereo not given)	-0.2	13	-1.1	-0.3	-12	-11	-2	-0.8	-2
CC(C)C(=O)NC(=O)[C@@H]1CCCN1C(=O)/C=C/c1ccccc1	i	5	-0.4	0.8	2	-12	-1	-0.5	4

The whole of this part, from the start:
SMILES	BH1578 lux ind	Anthrax LF prot	PfHsp40 rescue	TcdB inh	PrPC TRFRET	SSB-PriA inh	Y pestis TopoI	BoNT-A LC inh2	SARS 3CLpro inh
CCN(CC)S(=O)(=O)c1ccc(-c2csc(C)n2)cc1	-1.4	4	-0.5	3.0	0	-7	6	0.6	7
O=C(O)CSCC(=O)N1CCCN(c2nc3ccc(Cl)cc3s2)CC1	-0.4	-9	1.6	0.6	-1	-11	6	-0.9	-1
O=C(NCC1CCCO1)c1nc(Cn2ccc([N+](=O)[O-])n2)no1 (stereo not given)	-0.2	13	-1.1	-0.3	-12	-11	-2	-0.8	-2
CC(C)C(=O)NC(=O)[C@@H]1CCCN1C(=O)/C=C/c1ccccc1	i	5	-0.4	0.8	2	-12	-1	-0.5	4
COC(=O)c1ccc2nc(-c3cccc(Cl)c3)c(Cc3cccc(Cl)c3)n2c1	/	-10	/	0.9	-6	/	/	0.8	/
O=c1[nH]cnc2sc3c(c12)CCC3	-2.1	1	0.0	0.5	-3	-4	4	-0.3	-1
CCN1CCN(S(=O)(=O)c2ccc(Cl)c(C(=O)NC(C)(C)C)c2)CC1	-0.2	-1	-0.8	0.5	0	-10	3	-1.6	4
O=C(COC(=O)/C=C/c1ccccc1Cl)NC1CC1	i	-3	/	1.1	-3	/	-4	-0.1	/
COc1cc(Cn2c3ccc(NC(=O)CC(C)C(F)(F)F)cc3c(=O)n2C)ccc1F (stereo not given)	-0.3	-1	/	0.6	15	/	0	0.6	/
O=C(CN(C(=O)c1csnn1)c1ccccc1)NCCc1ccccc1	-0.2	-3	0.9	1.9	-3	-2	2	-1.1	-1
Oc1oc(-c2cccc3ccccc23)nc1/C=N/c1nccs1	-0.3	-2	-1.3	/	-2	/	-5	0.3	-3
O=C1C2CC=CCC2C(=O)N1c1cccc(OS(=O)(=O)c2ccc3ccccc3c2)c1 (stereo not given)	i	-9	-0.5	/	-4	-5	26	?	2
COc1cccc(C(C)(O)c2nc(-c3ccc(N(C)C)cc3)cs2)c1 (stereo not given)	i	-6	/	0.4	14	/	8	0.0	/
COC(=O)c1ccc(/C=C2\CCn3c2nc2cc(C(=O)O)ccc2c3=O)cc1	-0.9	-4	-2.2	/	/	0	5	1.8	-1
Nc1nc(SCC(=O)N2CCCCC2)[nH]c(=O)c1NC(=O)c1ccccc1F	4.2	0	0.9	2.8	-2	2	-1	1.9	-6
COc1cc(OC)c(C(=O)NC2CCCc3ccccc32)cc1OC (stereo not given)	-0.2	-4	-0.2	-3.3	10	1	26	-2.1	3
O=C(NC1CS(=O)(=O)CC1NCc1ccccc1)c1ccccc1 (stereo not given)	0.5	5	-0.2	/	6	-14	-9	4.9	4
Cc1cccc2cc(CN(Cc3cccs3)C(=S)NCc3ccco3)c(=O)[nH]c12	-0.4	0	-0.3	/	10	-4	8	-1.1	2
Cc1c(C(=O)OCC(=O)N(C)C2CCS(=O)(=O)C2)oc2ccc(Br)cc12 (stereo not given)	-0.4	-1	-0.9	3.5	-3	-13	14	-0.6	-1
CCc1ccc(/C=N/NC(=O)c2cc(-c3cccc([N+](=O)[O-])c3)n[nH]2)cc1	-0.6	2	2.0	0.4	-11	i	4	0.6	-3
CCOC(=O)C1(Cc2ccccc2C)CCCN(C(=O)CCc2c(C)noc2C)C1 (stereo not given)	-0.3	-3	0.9	0.4	-3	2	30	-0.7	1
C/C(=N\NC(=O)c1ccccc1OCCOc1ccccc1)c1ccccc1F	0.7	-2	7.5	5.8	2	/	-8	-1.9	/
COc1cc(NC(=O)c2cccs2)ccc1NC(=O)Cc1ccccc1	i	2	4.0	0.4	-9	1	7	-0.7	7
COc1ccccc1C1C2=C(CC(C)(C)CC2=O)N(CC(=O)O)C2=C1C(=O)CC(C)(C)C2	-1.5	15	-0.7	1.0	-11	-3	-3	-1.0	7
Cc1ccc(C)c(NC(=S)NNC(=O)c2csc(C)c2)c1	-0.2	-1	4.9	0.1	9	-8	-4	0.1	3
CCOC(=O)c1sc(NC(=O)CCC(=O)O)nc1C	-2.1	-12	-0.8	1.0	1	6	2	0.9	2
C#CCOCCOCCOCCNc1nc(N2CCN(C(=O)[C@H](CCCCN)n3cc(CN)nn3)CC2)nc(N2CCN(C(=O)[C@H](CCCCN)n3cc(CN)nn3)CC2)n1	-1.0	0	-1.6	-0.4	-5	-8	-10	-1.1	/
CC1(C(=O)NCc2cccc3ccccc23)CCN1Cc1ccc(OC(F)(F)F)cc1 (stereo not given)	0.7	-3	/	2.2	3	/	17	-0.2	/
CCc1ccc(Nc2nnc(SCC(=O)N(C)CC(=O)Nc3ccccc3CC)s2)cc1	-0.4	-2	1.8	0.0	0	-13	24	0.0	-4
COC(=O)C1CN(S(=O)(=O)c2ccc(NC(C)=O)cc2)CCS1 (stereo not given)	-0.4	0	-0.3	0.9	2	-8	-4	-1.2	-3
Cc1cc(-c2c(C)n([O-])c(C)c(C)[n+]2=O)ccc1F	i	-12	-2.0	/	-4	1	1	-1.5	-1
CCOc1cc(CNc2ncc(-c3ccc(OC)cc3)n2C)ccc1O	i	-4	0.0	/	-8	0	3	0.3	2
Cc1nn(CC#N)c(=O)n1N(C)c1ncc(C(F)(F)F)cc1Cl	i	-3	-0.9	-0.5	-1	-12	1	0.1	2
Cc1oncc1-c1csc(-c2ccccc2Cl)n1	i	-4	0.2	-0.2	-4	-38	11	0.8	1
COc1ccc(C(=O)NC(CC(=O)O)c2cc([N+](=O)[O-])ccc2Cl)cc1 (stereo not given)	i	-4	5.0	0.0	-3	-16	3	-0.4	0
Cc1cn([C@H]2C[C@H](O)[C@@H](CNC/C=C/c3ccccc3[N+](=O)[O-])O2)c(=O)[nH]c1=O	-0.4	-2	/	2.1	-11	/	3	-0.3	/
CCC(=O)N1CCc2cc(S(=O)(=O)N3CCN(c4cc(C)ccc4C)CC3)ccc21	-0.5	-1	1.0	/	/	2	-3	1.4	-5
CN1CC(=O)N(CC(=O)Nc2ccc(OCc3ccccc3)cc2)C1=O	1.7	3	-1.5	0.7	10	/	-2	-6.5	/
CC(=O)c1cccc(NC(=O)Cn2cc3c(n2)CCCC3)c1	-0.9	-2	1.0	1.1	0	-7	3	-0.3	-2
O=C1NC[C@H](Cc2ccc(O)cc2)N(CC2CCCCC2)C1=O	0.3	-4	0.4	-1.4	3	10	-4	-0.4	/

4 entries out of the list, ordered by molecular weight, rising.
SMILES	BH1578 lux ind	Anthrax LF prot	PfHsp40 rescue	TcdB inh	PrPC TRFRET	SSB-PriA inh	Y pestis TopoI	BoNT-A LC inh2	SARS 3CLpro inh
Cc1oncc1-c1csc(-c2ccccc2Cl)n1	i	-4	0.2	-0.2	-4	-38	11	0.8	1
CC(=O)c1cccc(NC(=O)Cn2cc3c(n2)CCCC3)c1	-0.9	-2	1.0	1.1	0	-7	3	-0.3	-2
CCOc1cc(CNc2ncc(-c3ccc(OC)cc3)n2C)ccc1O	i	-4	0.0	/	-8	0	3	0.3	2
COc1ccc(C(=O)NC(CC(=O)O)c2cc([N+](=O)[O-])ccc2Cl)cc1 (stereo not given)	i	-4	5.0	0.0	-3	-16	3	-0.4	0

Further results follow:
SMILES	BH1578 lux ind	Anthrax LF prot	PfHsp40 rescue	TcdB inh	PrPC TRFRET	SSB-PriA inh	Y pestis TopoI	BoNT-A LC inh2	SARS 3CLpro inh
COc1ccc(S(=O)(=O)N2CCCCC2)cc1NC(=O)c1ccc2ccccc2n1	-0.3	2	0.0	/	5	-3	1	-0.3	7
COc1ccc(N2CCN(CC(=O)Nc3nnc(-c4ccccc4)s3)CC2)cc1	/	3	-0.4	/	9	-6	0	0.2	3
O=C(NCCOC(=O)C1COc2ccccc2O1)c1cccnc1 (stereo not given)	2.4	-1	0.9	/	-6	-14	2	-0.7	-9
Cc1nnc(NCCc2ccccc2)[nH]c1=O	-0.3	-10	2.9	/	-1	-8	5	0.1	-3
COc1ccc(C)cc1NC(=O)CSc1nnc(COc2ccc(C)cc2)n1Cc1ccco1	-1.0	-5	0.0	/	11	7	3	-0.8	2
Cc1ccc(NC(=O)COC(=O)Cc2c[nH]c3ccccc23)cc1	-0.8	-10	/	0.3	11	/	4	0.3	/
Cc1cc(C)cc(OCc2nnc(SCC(=O)Nc3ccccc3)o2)c1	-0.3	17	0.4	/	0	-27	30	-0.4	5
CCN(Cc1ccccc1)C(=O)c1ccc(Cl)cc1[N+](=O)[O-]	-0.4	-1	-0.5	1.3	-5	-3	4	-0.9	-4
Cc1ccccc1S(=O)(=O)Cc1ccc(C(=O)NCc2cccnc2)o1	-0.4	-1	-0.3	/	10	-5	-2	-0.1	-5
O=c1cccc2n1CC1CC2CN(S(=O)(=O)c2cc(Cl)ccc2Cl)C1 (stereo not given)	-0.3	-4	-1.3	0.2	-4	-1	-4	1.7	-8
CCc1sc(C(=O)N2CCN(c3ncccn3)CC2)cc1Br	i	2	-0.4	0.1	-4	-32	33	5.3	1
CNC(=O)c1ccsc1NC(=O)c1ccccc1	-0.1	-1	0.7	1.8	5	-360	-3	-0.5	/
CC(=O)c1cccc(NC(=O)C2CCN(C(=O)c3ccc([N+](=O)[O-])cc3)CC2)c1	-0.2	-1	-0.7	0.4	-24	-1	7	0.0	1
O=C(CCS(=O)(=O)c1ccccc1)Nc1nnc(C(F)(F)F)s1	-0.1	3	1.0	1.0	3	-5	3	-4.4	-3
COCCN(C(=O)CSc1nnc(-c2ccccc2OC)o1)c1c(N)n(CC(C)C)c(=O)[nH]c1=O	i	2	/	0.8	-2	-8	-2	-2.1	/
COC1OC(CO)C(N(C)C(C)=O)C1O (stereo not given)	-0.8	0	0.1	0.2	10	/	12	-0.1	/
CC(=O)NCC(=O)N(Cc1ccco1)C1(C(=O)NC2CCCCC2)CCCCC1	i	-3	2.3	/	7	-11	8	-0.7	2
CCCS(=O)(=O)N1CCC(C(=O)NCCCN2CCC(Cc3ccccc3)CC2)CC1	-0.9	3	-0.6	/	-8	-2	-4	-0.3	6
COc1cccc(C(C(=O)NC2CCCC2)N(C(=O)c2ccco2)c2ccc(-n3cnnn3)c(C)c2)c1OC (stereo not given)	-0.5	-4	-1.3	0.0	6	-5	-3	0.1	5
COc1ccc(C(=O)NNC(=O)c2ccccc2[N+](=O)[O-])cc1Br	-0.3	0	-0.8	1.0	-25	7	0	-1.6	1

Some of the compounds tested. The share of hits here may be higher or lower than overall.
